HepG2 tox: counter-screen for TGF-b inhibitors: cytotoxicity in HepG2 cells | HepG2 CAGA-GFP viability, ATP luminescence, 18 h | Potency, µM (highest dose often 46.1 µM), for inactives: at the top dose activity change, negative = cytotoxicity, actives largely listed as cytotoxic | 410,000 tested, 0.76% active; also: potency is read from the fitted curve at half-maximal effect; some results filed as inactive show a strong effect at the top dose
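HepG2 CAGA-GFP cells (1000/well, DMEM with 1% FBS) received compound, then TGF-beta at 500 pg/mL final, and were incubated 18 hours at 37 degrees C. Viability was read by CellTiter-Glo luminescence. Media-only wells were set as complete cell-killing and DMSO as no toxicity.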
TGFb SMAD3 inh: blocks TGF-b signaling. Potency, µM (highest dose often 46.1 µM), for the others: top-dose activity, negative = inhibition, hits mostly inhibitors. HepG2 CAGA-GFP TGF-b/SMAD3 reporter, GFP fluorescence, 18 h; TGF-beta stimulated, 500 pg/mL final. AID 588855. 410,000 tested, 1.2% active; also: potency is read from the fitted curve at half-maximal effect; % is scaled to controls: 0 for no effect and ±100 for the full control effect; nearly all actives have a fitted effect of over 65% in size
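HEPG2 CAGA-GFP, 1000 cells/well; 2 h settle, 37 C; cpd via pin tool; TGF-b 500 pg/mL final; 18 h, 37 C; GFP imaging ex488/em500-530; %Activity normalised to -TGF-b and +DMSO controls; CRC fit, curve class.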
Nrf2 activator: Nrf2 pathway activation. AREc32 ARE-luciferase reporter (MCF7-derived line), luminescence, 24 h. Potency, µM (top dose mostly 46.1 µM), inactives show at the highest dose activation, most hits filed as activators. 410,000 tested, 0.31% active. AID 624171; also: potency is read from the fitted curve at half-maximal effect; % of control where 0% means no effect; nearly all actives have a fitted effect of over 65% in size
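Luciferase luminescence (Steady-Glo, 30 min at room temperature) served as the read-out of ARE activation in AREc32 cells treated with compounds for 24 hr at 37 deg C.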
S2 tox: reduces viability in counter-screen for ATXN expression inhibitors. 400,000 tested, 0.49% active. S2 cells (HEK-293 line with an ATXN2-luciferase reporter) viability, CellTiter-Fluor protease fluorescence, 24 h. Potency, µM (series often up to 56.7 µM), hits mostly cytotoxic; also: potency is read from the fitted curve at half-maximal effect; nearly all actives have a fitted effect of over 40% in size
IL2 activator: activators of IL-2 | IL-2 activation reporter assay, cell-based qHTS; stimulated with anti-CD3/CD4/CD28 beads; in transgenic mouse T cells | 360,000 tested, 0.065% active | activation, % (series mostly up to about 46 µM) | AID 652025; in the data active = activation above about 50%; inconclusive = mostly about 30% to 49%; also: 0% is about no effect
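Unstimulated transgenic mouse T cells, 750 per well, received compound and, after 60 minutes, anti-CD3/anti-CD4 bead plus anti-CD28 stimulation. EGFP and DsRed were quantified after 18 hours.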
Nrf2 inh: Nrf2 pathway inhibition; A549 ARE-Fluc reporter, luciferase luminescence, 18-24 h; Potency, µM (highest dose often 46 µM), without a hit: top-dose activity change, negative = inhibition, hits mostly inhibitors; 360,000 tested, 2.1% active; AID 504444; also: potency is read from the fitted curve at half-maximal effect; % is scaled to controls: 0 for no effect and ±100 for the full control effect; nearly all actives have a fitted effect of over 60% in size
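In this cell-based qHTS, ARE-driven firefly luciferase in A549 cells reports Nrf2 activity; the luminescent signal after BugLite lysis is the measured value, with a prior CellTiter-Fluor read for cell health.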
A549 viability: counter-screen for Nrf2 inhibitors: cytotoxicity in A549 cells; A549 ARE-Fluc cells, CellTiter-Fluor viability, 18-24 h; Potency, µM (top dose mostly 46 µM), inactives show at the top dose activity change, negative = cytotoxicity, usual class: inhibitors; 390,000 tested, 0.16% active; AID 504648; also: potency is read from the fitted curve at half-maximal effect; % is scaled to controls: 0 for no effect and ±100 for the full control effect
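Cytotoxicity counterscreen: CellTiter-Fluor fluorescence was measured in A549 ARE_Fluc cells after 18-24 h of compound exposure in a concentration series. The subsequent BugLite luminescent read reports ARE-luciferase activity.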
ATXN2 expr inh: ATXN2 expression inhibition. 360,000 tested, 0.72% active. AID 1745845. Potency, µM (series often up to 57 µM), without a hit: at the highest dose activity change, negative = inhibition, hits mostly inhibitors. HEK-293 ATXN2-luciferase reporter, luminescence, 24 h; also: potency is read from the fitted curve at half-maximal effect; % is scaled to controls: 0 for no effect and ±100 for the full control effect; nearly all actives have a fitted effect of over 55% in size
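ATXN2-luciferase reporter cells (luciferase flanked by upstream and downstream ATXN2 gene portions) were treated 24 h at 37 °C with compounds at up to 57 uM. SteadyGlo luminescence gave expression; GF-AFC fluorescence gave viability.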
EPAC2 agonist: agonists of human EPAC2 (RAPGEF4). Potency, µM (doses to about 154 µM), without a hit: at the top dose activation, actives largely listed as activators. 360,000 tested, 0.079% active. EPAC2 activation, biochemical qHTS; response scale: 100% = 6.5 mM cAMP response. Q8WZA2. AID 720711; also: potency is read from the fitted curve at half-maximal effect; nearly all actives have a fitted effect of over 50% in size
Target sequence (Q8WZA2 whole entry, looked up): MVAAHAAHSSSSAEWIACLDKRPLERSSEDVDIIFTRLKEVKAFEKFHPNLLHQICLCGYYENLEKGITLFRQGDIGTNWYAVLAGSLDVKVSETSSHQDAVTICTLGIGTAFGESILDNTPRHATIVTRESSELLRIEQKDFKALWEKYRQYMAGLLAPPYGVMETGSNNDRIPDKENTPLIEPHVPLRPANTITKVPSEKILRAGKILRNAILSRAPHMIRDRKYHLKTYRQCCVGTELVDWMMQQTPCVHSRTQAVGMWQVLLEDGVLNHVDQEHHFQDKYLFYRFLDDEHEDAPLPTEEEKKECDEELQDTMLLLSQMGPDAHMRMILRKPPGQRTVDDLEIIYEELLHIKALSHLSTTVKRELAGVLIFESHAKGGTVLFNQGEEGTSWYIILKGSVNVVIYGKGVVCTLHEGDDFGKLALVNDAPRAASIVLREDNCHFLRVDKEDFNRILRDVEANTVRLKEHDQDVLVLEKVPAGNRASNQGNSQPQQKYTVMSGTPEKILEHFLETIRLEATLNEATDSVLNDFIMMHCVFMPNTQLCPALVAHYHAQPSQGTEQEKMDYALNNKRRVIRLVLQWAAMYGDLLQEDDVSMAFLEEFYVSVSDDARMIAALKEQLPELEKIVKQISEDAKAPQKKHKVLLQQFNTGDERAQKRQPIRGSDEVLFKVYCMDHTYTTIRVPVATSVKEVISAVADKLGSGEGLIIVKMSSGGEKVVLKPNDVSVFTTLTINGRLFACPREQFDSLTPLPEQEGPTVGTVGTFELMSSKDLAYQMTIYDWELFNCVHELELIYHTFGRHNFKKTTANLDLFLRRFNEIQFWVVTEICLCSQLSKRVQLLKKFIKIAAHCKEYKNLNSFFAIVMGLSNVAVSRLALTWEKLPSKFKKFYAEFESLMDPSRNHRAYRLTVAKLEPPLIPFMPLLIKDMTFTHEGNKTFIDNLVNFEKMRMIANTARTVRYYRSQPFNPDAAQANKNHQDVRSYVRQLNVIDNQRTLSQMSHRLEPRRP
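Compounds were added across a concentration range to EPAC2 (100 nM), RAP1B-BODIPY-GDP (250 nM) and GDP (50 uM). After 5 min at room temperature, fluorescence was recorded at 5-min intervals for 30 min.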
Active calls of the source: *; i = inactive; u = inconclusive; x = no result given; & = joins results of further samples; [ ] = dose if it differs, or a comment. Unless noted, calls follow the shape of the dose curve; as a rule, active = well fitted curve in the direction sought with a large enough effect; inconclusive = small, poorly fitted or top-dose-only effect, or another doubt; inactive = no such curve, though single readings can be large; an effect the other way counts as inactive or inconclusive.

SMILES | HepG2 tox | TGFb SMAD3 inh | Nrf2 activator | S2 tox | IL2 activator | Nrf2 inh | A549 viability | ATXN2 expr inh | EPAC2 agonist
COc1ccc(CCN2C(=O)c3[nH]nc(-c4ccccc4O)c3C2c2ccccc2)cc1OC (stereo not given) | -6% | u | 7.1% | i | -2.2 | u | -13% | -25% | -9%
COc1ccc(OC)c(S(=O)(=O)NCC(c2ccco2)N2CCc3ccccc3C2)c1 (stereo not given) | -3% | -12% | 0.3% | i | -4.8 | -12% | -4% | 6% | 4%
CN[C@H]1CCc2cc(OC)c(OC)c(OC)c2-c2ccc(OC)c(=O)cc21 | -16% | 2% | 0.5% | i | -0.6 | u | -3% | u | 0%
O=C(C1=C[C@H](c2coc3ccccc3c2=O)C[C@H](OCc2ccc(CO)cc2)O1)N1CCN(Cc2ccc3c(c2)OCO3)CC1 | -6% | -4% | 6.1% | i | -0.7 | -24% | -1% | -24% | 3%
O=C(NCc1cccc(Cl)c1)c1cccnc1 | -3% | 0% | -0.3% | i | -2.0 | -11% | 4% | 3% | 1%
Cc1ccc(O)c(NC(=O)CCS(=O)(=O)c2nc(-c3cccs3)cc(C(F)(F)F)n2)c1 | 13µM* | 10µM* | -5.8% | x | x | -1%[9.27 µM] | -1% | x | x
Cc1cc(C)c(C(=O)OCC(=O)Nc2cccc(S(=O)(=O)N3CCCCC3)c2)c(C)c1 | -33% | u | -0.5% | u | -4.4 | u | -11% | -4% | 3%
CCCS(=O)(=O)N1CCN(Cc2c[nH]c3ccccc23)CC1 | -14% | -7% | 0.2%[9.22 µM] | i | 0.9 | 12% | 9% | -9% | -2%
O=C(CCCN1CCOC(c2ccccc2)C1)c1ccc(F)cc1 (stereo not given) | -36% | -23% | 0.2% | u | 2.4 | 10% | -2% | u | 19%
CCc1nnc(NC(=O)CCC(=O)N2CCN(S(=O)(=O)c3cc(Cl)ccc3OC)CC2)s1 | -18% | -4% | 4.5% | i | 0.4 | 7% | 2% | -4% | 2%
COC(=O)c1ccc2c(=O)n(Cc3ccc(C(=O)NCCCN4CCC(C)CC4)cc3)c(=S)[nH]c2c1 | -16% | -11% | 6.3% | i | -3.0 | -18% | 13% | -16% | 23%
COc1ccc(NC(=O)COc2coc(CN3c4ccccc4CC3C)cc2=O)cc1 (stereo not given) | 1% | -4% | -0.8% | i | -0.4 | -19% | 14% | -5% | 1%
CC(C)CC(=O)NC(Nc1ccc([N+](=O)[O-])cc1)C(Cl)(Cl)Cl (stereo not given) | -48% | 16µM* | 2.8% | i | 0.0 | u | u | -6% | 19%
Cc1ccc(S(=O)(=O)NN=C(c2ccccc2)c2cccs2)cc1 | -22% | -8% | -0.7% | i | -2.4 | x | x | x | 17%
COc1ccc(CN2CCNC(=O)C2CC(=O)NCCCn2nnc3ccccc32)cc1C (stereo not given) | -7% | -2% | -0.2% | i | -0.8 | -1% | 1% | 2% | -2%
Cc1ccc(Cn2ncc3c(N4CCN(CCc5ccccc5)CC4)ncnc32)cc1 | 5% | -8% | -0.3% | u | 0.3 | u | -13% | -35% | 8%
CC(C)n1nnnc1SCC(=O)Nc1cccc(F)c1 | 8% | -2% | 4.6% | i | -0.8 | 27% | 1% | 34% | 7%
O=S(=O)(Nc1ccc(-c2cn3ccsc3n2)cc1)c1ccc2c(c1)OCCO2 | -14% | -9% | 12% | i | -3.3 | 1% | -2% | 27% | 7%
COCC(C)NCC(=O)NC(C)CCc1ccccc1 (stereo not given) | -1% | -3% | -0.8% | i | -0.3 | -9% | 3% | -7% | 10%
COc1ccc(OC)c(CNC(=O)CN2N=C(c3ccc(Cl)cc3)CCC2=O)c1 | -22% | -20% | 1.1% | x | x | x | 9% | x | x
Cc1cc(C(=O)CN2C(=O)NC(C)(c3cccc(Br)c3)C2=O)c(C)n1Cc1ccco1 (stereo not given) | -32% | u | 4.9% | i | 2.4 | x | -3% | 2% | 9%
Cc1ccc(/C(=N\S(=O)(=O)c2ccc(Br)cc2)Nc2ccccc2C)cc1 | -4% | 7% | -0.8% | i | -0.7 | 3% | 2% | -6% | 7%
NC1=C(Br)C(=O)c2ncccc2C1=O | 2.8µM* | 2.8µM* | -2.4% | 13µM* | -4.5 | 10µM* | 16µM* | 5.3µM* | 13%
CCCCCC1CC(CC(=O)Nc2ccc([N+](=O)[O-])cc2)C(=O)O1 (stereo not given) | -30% | u | -0.1% | u | 2.3 | 14% | 15% | x | 9%
CCOc1[nH]c(/N=C/c2ccco2)c(C#N)c1C#N | 14%&-37% | 4%&-3% | 3.7% | i | 0.1 | -7%&-3% | -10%&-7% | 0% | -1%[15.6 µM]
CCCCON1C(=O)c2cccc3cccc(c23)C1=O | -22% | -3% | 23% | u | 1.0 | 22% | 1% | x | -5%
Cc1c(/C=N\NC(=O)C2COc3ccc(C(C)(C)C)cc3O2)c2ccccc2n1C (stereo not given) | -11% | u | 0.1% | i | 1.2 | -25% | -17% | 9% | 1%
COc1ccc2cc(CN(C(=O)Nc3ccccc3)C3CCCC3)c(=O)[nH]c2c1 | -15% | 5% | 0.5% | i | -1.8 | -25% | 0% | 0% | 6%
O=C1N(Cc2ccc(F)cc2Cl)c2ccccc2C12OCCCO2 | -14% | -14% | 1.9% | i | 0.4 | u | 15% | -9% | 13%
S=C(Nc1ccccn1)c1ccccn1 | -62% | 7.1µM* | u | i | -3.7 | u | -5% | 5% | 6%
OC(c1ccccc1)(c1ccc(F)cc1)C(c1ccccc1)N1CCOCC1 (stereo not given) | -57% | u | 0.6% | i | 0.1 | u | -5% | -24% | 11%
CCOC(=O)c1cc(CC)sc1NC(=O)c1ccc2c(c1)OCCO2 | 2% | u | 0.4% | i | -0.3 | -5% | -3% | -24% | 7%
CCOC(=O)C1CCN(c2ncnc3c2nc2n3CCCCC2)CC1 | -1% | 0% | 0.0% | i | x | u | 11% | 14% | x
COC(=O)CSc1cc(C(F)(F)F)nc(-c2ccccn2)n1 | 0% | -19% | 0.0% | x | -2.1 | 4% | -7% | x | 6%
O=C(NNc1nc2cc3c(cc2s1)OCCO3)c1ccc(F)cc1 | -28% | -9% | -0.7% | u | 0.4 | 5% | -1% | 1% | 3%
CCc1cc(=O)oc2cc(OCC(=O)NCCCn3ccnc3)ccc12 | -12% | -6% | -0.2% | i | -0.2 | -1% | 6% | x | 19%
O=S(Cc1ccc(Br)cc1)Cc1nnc(SCc2ccc(Cl)cc2)n1-c1ccccc1 (stereo not given) | -32% | 0% | 3.0% | u | 0.3 | 16µM* | u | -28% | -1%
CC(=O)NC12CC3CC(C1)CC(C(=O)OCC(=O)c1cc(C)n(C)c1C)(C3)C2 | -23% | 3% | -1.0% | i | -5.0 | u | -6% | 4% | 10%
CCCCN(C=O)c1c(CC)nc2ccc(C(=O)NCCOc3ccc(OC)cc3)cn12 | 2% | -2% | 0.4% | i | -0.6 | x | x | 0% | -2%
CC12CCC(C(=O)N(c3ccccc3Cl)C1=O)C2(C)C (stereo not given) | -9% | 2% | -0.5% | i | -2.7 | -4% | -8% | 1% | -1%
NC(=O)NC(CC(=O)OCC(=O)NC(=O)NCc1ccco1)c1ccc(Cl)cc1 (stereo not given) | 2% | -5% | 2.2% | i | -0.2 | -8% | -5% | -2% | 1%
CN(CC(=O)Nc1ccc(Cl)cc1F)C1=NS(=O)(=O)c2ccccc21 | -12% | -9% | -0.3% | i | -0.5 | 8% | 2% | -7% | -9%
COc1ccc(C)cc1NC(=O)c1ccc(NS(=O)(=O)c2c(C)noc2C)cc1 | -19%&-10% | -13%&-14% | -0.6%&0.1% | i | 3.7 | u | -6%&20% | -4%&-6% | -8%
Cc1ccc(SC(c2ccc(C)cc2)C(Cn2cncn2)C(=O)c2ccccc2)cc1 (stereo not given) | -29% | -5% | 3.4% | u | 0.7 | 6% | 0% | u | -9%
Cc1cccc(NC(=O)Cn2c(/C=C/c3ccccc3)nc3ccccc32)c1 | -44% | u | 3.4% | i | 0.5 | u | -3% | 53%[activator] | -4%
Cc1cccc(C2NS(=O)(=O)N=C2N)c1 (stereo not given) | 1% | 0% | -0.2% | x | 1.3 | -2% | -6% | x | 8%
CC(C(=O)NC1CCCC1)N1CCN(Cc2ccccc2)CC1 (stereo not given) | 0% | -7% | -0.6% | i | -1.4 | 2% | 0% | 6% | 1%
CCOC(=O)c1c(-c2ccccc2)oc2ccc(N(C(C)=O)S(=O)(=O)c3ccc(CC)cc3)cc12 | -9% | -5% | -0.2% | u | x | u | -18% | u | x
Cn1c(Cn2c(=O)sc3ccccc32)nnc1SCC(=O)NC1CCCCC1 | -8% | 14% | -0.1% | i | 1.8 | 0% | 5% | 0% | 6%

Bioassay records (PubChem)
